FLuc counter = qHTS profiling assay for firefly luciferase inhibitor/activator using purifed enzyme and Km concentrations of substrates (counterscreen for miR-21 project); purified FLuc, Km substrates, luminescence inhibition; Potency, µM (doses to about 57.5 µM), for inactives: at the highest dose activity change, negative = inhibition, hits mostly inhibitors; hit rate 6.9% among 360,000; AID 588342, 2011; active = well fitted inhibition curve with a large enough effect; inconclusive = small, poorly fitted or top-dose-only effect;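 note: plate controls were vehicle for no effect and reference inhibitor for full effect; nearly all actives have a fitted effect of over 55% in size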
Target sequence (P08659 whole entry, looked up): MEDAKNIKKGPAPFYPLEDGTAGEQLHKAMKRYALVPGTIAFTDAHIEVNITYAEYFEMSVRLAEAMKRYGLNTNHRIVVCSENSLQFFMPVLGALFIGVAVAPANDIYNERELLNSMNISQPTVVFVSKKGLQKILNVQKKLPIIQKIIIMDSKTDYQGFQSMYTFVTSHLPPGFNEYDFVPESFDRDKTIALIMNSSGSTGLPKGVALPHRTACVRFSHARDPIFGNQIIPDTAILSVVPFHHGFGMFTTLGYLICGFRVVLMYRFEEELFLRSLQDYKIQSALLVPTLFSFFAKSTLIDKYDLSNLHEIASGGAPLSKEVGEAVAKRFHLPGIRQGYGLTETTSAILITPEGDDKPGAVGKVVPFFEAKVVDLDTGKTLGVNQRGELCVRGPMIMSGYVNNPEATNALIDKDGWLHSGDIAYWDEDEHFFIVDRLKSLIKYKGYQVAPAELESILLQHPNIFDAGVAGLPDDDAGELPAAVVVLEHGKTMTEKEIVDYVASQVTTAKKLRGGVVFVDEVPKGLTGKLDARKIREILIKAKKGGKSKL
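Biochemical qHTS of compounds, final roughly 60 µM downward over six points, against 10 nM purified firefly luciferase using Km concentrations of substrates (10 uM D-luciferin, 10 uM ATP) in Tris acetate pH 7.5 buffer; luminescence output.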
* = called active by the depositor; ? = inconclusive. Potency is the fitted concentration of half-maximal effect. This is a subset, so the mix of outcomes need not match the whole.

no.	molecule	FLuc counter
1	COc1cc(OC)c(N(C)C(=O)Nc2cn(CC(C)C)c(=O)c3ccccc23)cc1Cl	-1%
2	Cc1ccc(F)cc1NC(=O)Cn1c(=O)nc(-c2ccccc2F)c2cc(Cl)ccc21	0%
3	COc1ccc2c(CNCc3ccc(C)o3)c(C(=O)O)n(Cc3ccccc3)c2c1	-3%
4	COc1ccccc1N(Cc1cc2cccc(C)c2[nH]c1=O)C(=O)c1cccc(Cl)c1	-8%
5	CNC(=O)C1CCC(Cn2c(=O)c3sccc3n(CC(=O)Nc3ccccc3)c2=O)CC1 (configuration not stated)	3%
6	COCCNC(=O)c1ccc2c(=O)n(CCOC)c(SCC(=O)c3c[nH]c4ccccc34)nc2c1	-6%
7	CCCCN1C(=O)C(O)(CC(=O)c2ccc(C(C)(C)C)cc2)c2ccccc21 (configuration not stated)	4%
8	Cn1nc(C(=O)Nc2cccc(C(F)(F)F)c2)c2c1-c1ccccc1S(=O)(=O)C2	-3%
9	CS(=O)(=O)N1CCC(N2CCN(Cc3ccc(F)cc3)C(=O)C2=O)CC1	2%
10	CCOc1ccc(NC(=O)c2oc3ccccc3c2NC(=O)COc2cccc(OC)c2)cc1	-2%
11	COc1ccc(CSc2nc3ccncc3n2CC(=O)Nc2ccc(C)c(F)c2)cc1	?
12	COCCNC(=O)CCn1c(=O)c2cc(OC)c(OC)cc2n(CC(=O)Nc2ccc(F)c(Cl)c2)c1=O	-9%
13	CCOC(=O)c1cccc(NC(=O)c2cc(S(=O)(=O)N3CCCC3)cn2C)c1	0%
14	Cc1cccc(C)c1NC(=O)CCS(=O)(=O)c1ccc2c(c1)n(C)c(=O)c(=O)n2C	-3%
15	CCc1ccc2occ(CC(=O)Nc3c(C(=O)Nc4ccc(OC)cc4)oc4ccccc34)c2c1	-1%
16	COC(=O)c1n[nH]n(-c2ccccc2)c1=O	7%
17	CCOC(=O)c1c(NC(=O)CSc2cn(CCNC(=O)c3ccccc3F)c3ccccc23)sc2c1CCC2	-7%
18	Cc1ccc(NC(=O)N2CCC3(CC2)Oc2ccccc2C(=O)N3Cc2ccc(F)cc2)cc1	-3%
19	CCc1ccccc1NC(=O)CN(Cc1ccccc1)S(=O)(=O)c1ccc2nc(C)sc2c1	2%
20	CCOC(=O)c1cc2c(=O)n3ccccc3nc2n(Cc2ccco2)c1=NC(=O)c1cccc(Br)c1	-12%
21	O=C(Nc1ccc2nc(SCC(=O)N3CCc4ccccc43)sc2c1)c1cccc(F)c1	-9%
22	COc1ccccc1CNC(=O)c1cccc(Nc2nc3ccccc3n3nnnc23)c1	0%
23	COc1ccc(-c2nc(-c3ccccc3)c(-c3ccc(F)cc3)[nH]2)c(OC)c1C	-14%
24	COc1ccc(CC(=O)NCCc2csc(-c3cccc(F)c3)n2)cc1OC	-1%
25	CC(=O)c1cccc(NC(=O)c2cc3c(s2)-c2c(C)cccc2OC3)c1	-6%
26	Cc1cccc(-n2ncc3c(N4CCCCCC4)ncnc32)c1	0.6µM*
27	O=C(Nc1c(C(=O)Nc2ccc(F)cc2)oc2ccccc12)c1cc2ccccc2o1	2.7µM*
28	COC(=O)c1ccccc1NC(=O)c1cc(CN2CCOCC2)on1	-3%
29	Cc1ccc(Cn2c(=O)n(CCc3ccccc3)c(=O)c3sc4ccccc4c32)cc1	-9%
30	Cc1ccc(C)c(OCCn2c(CCNC(=O)C3CCCCC3)nc3ccccc32)c1	2%
31	Cc1cc(C)c2oc(C(=O)Nc3ccc(S(=O)(=O)Nc4ncccn4)cc3)cc(=O)c2c1	-16%
32	COc1ccc(NCc2cccn2-c2nnc(N3CCOCC3)s2)c(OC)c1	-14%
33	COCC(=O)N1c2nc(C(C)C)nn2C2(CCCCC2)[C@@H]2CCCC[C@@H]21	-5%
34	Cc1ccc(OCC(=O)OCc2cc(=O)n3nc(C4CC4)sc3n2)cc1C	-6%
35	O=C(Nc1cc(Cl)cc(Cl)c1)c1cc(S(=O)(=O)NC2CCCC2)ccc1F	2%
36	Cc1ccc(C(=O)c2sc(Nc3ccc(F)cc3)nc2N)c(C)c1	-8%
37	COCC(=O)N1CCc2cc(OC)c(OC)cc2C1COc1ccc2c(C)cc(=O)oc2c1 (configuration not stated)	-3%
38	COc1ccc(-n2nc(C(=O)N3CCCCC3)c3c4ccccc4n(C)c3c2=O)cc1Cl	0%
39	O=C(NCc1ccccc1Cl)c1ccc(Cn2c(SCc3ccccc3)nc3cccnc32)cc1	5.4µM*
40	Oc1c(C(c2ccc(F)cc2)N2CCOCC2)sc2nc(-c3ccco3)nn12 (configuration not stated)	-13%
41	CCOc1ccc(-c2nonc2NC(=O)c2oc3ccc(CC)cc3c2C)cc1	-1%
42	Cc1ccc(NC(=O)/C=C\C(=O)N(c2ccc(C(C)C)cc2)C(C(=O)NCc2ccco2)c2ccc(Cl)cc2)cc1 (configuration not stated)	-6%
43	Cc1ccc(C(=O)N(Cc2ccco2)Cc2sccc2C)cc1	?
44	Cc1ccc(Nc2sc(C(=O)c3ccccc3)c(N)c2S(=O)(=O)c2ccccc2)cc1Cl	-2%
45	Cc1ccc(NC(=O)C(=O)NCC(c2cccnc2)N2CCc3ccccc3C2)cc1 (configuration not stated)	?
46	CCc1c(C)nc(SCc2nc(-c3ccccc3)no2)[nH]c1=O	?
47	Cc1ccc(NC(=O)CSc2nnc(NC(=O)NC3CCCCC3)s2)cc1	0.95µM*
48	CCc1cccc(NC(=O)CCn2c(=O)c3cccn3c3cccnc32)c1	3%
49	O=C(CSc1nc2ncccc2[nH]1)Nc1cc(F)ccc1F	1%
50	Cc1ccc(C2C=C(c3ccccc3)Nc3nc(NS(C)(=O)=O)nn32)cc1 (configuration not stated)	?
51	Cc1ccc(NC(=O)c2cc(S(=O)(=O)N3CCCCC3)c[nH]2)cc1N(C)C	0%
52	CCOc1ccc(Cn2nnc(C(=O)Nc3ccc(Cl)cc3)c2N)cc1	0%
53	COc1cc(OC)cc(C(=O)Nc2ccc(-c3nc4ccccc4s3)c(C)c2)c1	-8%
54	COc1ccccc1NC(=O)CSc1nnc(-c2ccccc2C)o1	-16%
55	Cc1cccc(OCC(=O)Nc2ccc3oc(-c4ccccc4F)nc3c2)c1	-1%
56	COc1ccc(OCC(=O)Nc2cc(-c3cccc(Cl)c3)nn2-c2ccccc2)cc1	?

Further results
no.	molecule	FLuc counter
57	Cc1ccccc1CCNC(=O)c1ccc2c(c1)nc1n2CCC(C)C1 (configuration not stated)	8.5µM*
58	CCOC(=O)c1cc(-c2ccccc2)n(CCC(=O)NC2CCCCC2)c1C	-9%
59	COc1ccc(-c2nc3ccccc3n3c(-c4cccc(C)c4)c4c(=O)n(C)c(=O)n(C)c4c23)cc1OC	2%
60	CC(=O)c1ccc(N2C(=O)N(CC(=O)c3ccc(C)cc3)c3ccccc3S2(=O)=O)cc1	-5%
61	COc1ccc(Cl)cc1C(=O)Nc1c2c(nn1-c1ccc(Cl)cc1)CS(=O)(=O)C2	0%
62	Cc1cc(NC(=O)c2cccnc2)cc(-c2nc3cc(Cl)ccc3o2)c1O	-12%
63	Cc1nc(-c2ccccc2)sc1CCNC(=O)C(=O)Nc1ccc(F)c(Cl)c1	-5%
64	Cc1ccc(C)c(NC(=O)CCn2nc(C)c3c(C)n(-c4ccccc4)nc3c2=O)c1	-8%

Given as labelled records: 4 of the compounds above
[57] Cc1ccccc1CCNC(=O)c1ccc2c(c1)nc1n2CCC(C)C1 (configuration not stated)
  FLuc counter: 8.5µM*
[60] CC(=O)c1ccc(N2C(=O)N(CC(=O)c3ccc(C)cc3)c3ccccc3S2(=O)=O)cc1
  FLuc counter: -5%
[58] CCOC(=O)c1cc(-c2ccccc2)n(CCC(=O)NC2CCCCC2)c1C
  FLuc counter: -9%
[59] COc1ccc(-c2nc3ccccc3n3c(-c4cccc(C)c4)c4c(=O)n(C)c(=O)n(C)c4c23)cc1OC
  FLuc counter: 2%

Further results follow.
no.	molecule	FLuc counter
65	COc1ccccc1C(=O)Nc1cc2c(cc1N1CCCCC1)n(C)c(=O)n2C	-13%
66	Cc1nn(C)c2c1c(C(F)(F)F)cc(=O)n2C(C)C(=O)Nc1ccccc1F (configuration not stated)	-8%
67	COC(=O)c1c(NC(=O)/C(C#N)=C/c2ccccc2)sc2c1C(C(=O)OC)CC2 (configuration not stated)	-2%
68	Cc1ccc(/C=C/c2onc(C)c2S(=O)(=O)N2CCC(C(=O)NCc3ccc(OC(C)C)cc3)CC2)cc1	0%
69	Cn1nnnc1SCCCNCc1cccc(OCc2ccccc2Cl)c1	-3%
70	COc1ccc(C(=O)n2nc(-c3ccco3)nc2NCc2cccs2)cc1	0%
71	Cc1cccc(NC(=O)CS(=O)(=O)c2cccc3nsnc23)c1	0%
72	Cc1nc2c(-c3ccccc3)c(C)nn2c(C)c1CCC(=O)NCc1ccccc1	0%
73	CCOc1ccc(N(CC)S(=O)(=O)N2CCCC(C(=O)Nc3cc(Cl)ccc3OC)C2)cc1 (configuration not stated)	3%
74	CCOc1ccc(NC(=O)c2c(Nc3ccccc3C)sc(C(=O)c3ccc(Cl)cc3)c2N)cc1	5%
75	CCOCCc1nn2c(=O)cc(COC(=O)c3ccccc3NC(=O)c3cccs3)nc2s1	-2%
76	CC(C)c1ccc(C2c3c(oc4ccc(Cl)cc4c3=O)C(=O)N2CCCN2CCOCC2)cc1 (configuration not stated)	-12%
77	CCc1ccc(NC(=O)CCc2c(C)nn(-c3ccc(N4CCCC4)nn3)c2C)cc1	?
78	COc1cccc(CNC(=O)c2ccc(-n3c(C)cc4c3CCC(C)C4)cc2)c1 (configuration not stated)	2%
79	CCOC(=O)c1c(C)[nH]c(C)c1S(=O)(=O)N1CCCC(C(=O)NCc2ccc(N(C)C)cc2)C1 (configuration not stated)	-1%
80	O=C(Nc1ccc(C(=O)N2CCCCC2)cc1)c1nsc2ccccc12	1.3µM*
81	Cc1cc(OCCn2c(C3CC(=O)N(Cc4ccc(F)cc4)C3)nc3ccccc32)ccc1Cl (configuration not stated)	-3%
82	COc1ccc(-n2ncc(C(=O)N3CCN(c4ccccn4)CC3)c2C2CCN(C(=O)OC(C)(C)C)CC2)cc1	-1%
83	CC(=O)N1CCc2cc(CNC(=O)Nc3cc(Cl)ccc3C)ccc21	6%
84	COCCNC(=O)CCn1c(=O)[nH]c2cc(OC)c(OC)cc2c1=O	-1%
85	Cc1cccc(CNC(=O)CCCN2C(=O)CCn3nc(-c4cn(C)c5ccccc45)cc32)c1	-1%
86	COCCNC(=O)CN1C(=O)COc2ccc(S(=O)(=O)N3CCCC3)cc21	-4%
87	COc1cc(Cl)c(NS(=O)(=O)c2ccc(-c3cnc(C4CC4)o3)cc2)c(OC)c1	-19%
88	COc1ccccc1CNC(=O)CCC1N=C2c3ccccc3N=C(SCc3ccc(C)cc3C)N2C1=O (configuration not stated)	-2%

Screen by screen, as entered above:
FLuc counter, nos. 81 to 86 → -3%, -1%, 6%, -1%, -1%, -4%

Going on with the list:
no.	molecule	FLuc counter
89	CCCN(Cc1cccs1)C(=O)Nc1cc(C)ccc1OC	2%
90	CCOc1ccccc1NC(=O)Cn1cnc2c1c(=O)n(C)c(=O)n2C	-1%
91	Cc1c(C(=O)N2CCOCC2)oc2c1-c1nn(CC(=O)NCc3cccc(Cl)c3)cc1CC2	-11%
92	COc1ccc(CC(=O)NCc2ccc3c(c2)CCN3C(=O)c2ccc(C)cc2)cc1OC	?
93	Cc1ccc(Cl)cc1NC(=O)CSc1nccn1C	-2%
94	Cc1ccc(-n2ncc3c(NNC(=O)c4ccccc4C)ncnc32)cc1	-12%
95	COC(=O)CCN(C(=O)C1CCN(S(=O)(=O)c2c(C)noc2/C=C/c2ccccc2F)CC1)c1ccccc1	-7%
96	COc1nnc(-c2ccc(N3CCCCC3)c(NC(=O)c3ccccc3Cl)c2)c2ccccc12	6%
97	CCN(CC)c1ccc(NC(=O)c2cc(S(=O)(=O)N3CCc4ccccc43)cn2C)c(C)c1	-3%
98	CCOc1ccc2nc(N3CCCC(C(=O)NCc4ccccc4OC)C3)sc2c1 (configuration not stated)	?
99	COC(=O)c1c(-c2cccs2)csc1NC(=O)COc1ccccc1	6.7µM*
100	CCCCN(CC)CCCNC(=O)c1nn(C)c2c1CSc1ccccc1-2	-3%
101	Cc1ccc(C)c(NC(=O)Cn2nc(C)c3nn(-c4ccc(Cl)cc4)c(C)c3c2=O)c1	1%
102	CC1CCn2c(nc3cc(C(=O)NCc4ccc(OC(C)C)cc4)ccc32)C1 (configuration not stated)	?
103	Cc1ccc(NC(=O)c2nnn(Cc3ccccc3)c2N)cc1C	0%
104	O=c1c2oc3ccccc3c2n(Cc2ccc(Cl)cc2)c(=O)n1Cc1ccco1	-4%

Laid out differently: entries from further up
97: CCN(CC)c1ccc(NC(=O)c2cc(S(=O)(=O)N3CCc4ccccc43)cn2C)c(C)c1
  FLuc counter: -3%
99: COC(=O)c1c(-c2cccs2)csc1NC(=O)COc1ccccc1
  FLuc counter: 6.7µM*

(more compounds)
no.	molecule	FLuc counter
105	CCCCCCc1cc2cc(-c3nnc(-c4cccc(Cl)c4)o3)c(=O)oc2cc1O	-14%
106	Cc1c(NC(=O)c2cccc3c(Cl)cccc23)cccc1-c1nc2ccccc2o1	4%
107	Cc1ccc2c(=O)cc(C(=O)Nc3sc4c(c3C(=O)NCc3cccnc3)CCCC4)oc2c1C	-2%
108	CC(=O)c1cccc(Nc2ccc3cc(S(=O)(=O)N4CCCC4)ccc3n2)c1	-13%
109	COc1ccccc1NC(=O)c1cc2c(n(-c3ccc(C)cc3)c1=O)CC(C)(C)CC2=O	-8%

Assay outcomes as filed in PubChem BioAssay.
